Source: PubChem (several laboratories)
Rad51 HR inh = blocks human Rad51 in homologous recombination; Q06609; hRad51 DNA strand exchange, fluorescence dequenching; inhibition, % at 10 µM; 200,000 tested, 0.085% active; AID 1385;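 active means inhibition above 40% at the single screening dose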;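 further: 0% = DMSO control wells and 100% = blanks with heterologous ssDNA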
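Material: Human Rad51 nucleoprotein filaments preassembled on unlabelled ssDNA | Also added: Labelled 47-mer dsDNA for strand exchange | Dosing: Single dose, 10 µM final compound | Schedule: 30-min compound preincubation and 15-min exchange, both room temperature | Technique: Fluorescence dequenching at 485/520 nm | Measure: Percent inhibition relative to plate controls and blanks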
eIF4E 4G PPI = blocks eIF4E binding to eIF4G; inhibition, % at 21.7 µM; 220,000 tested, 0.37% active; P63073+Q04637; AID 782; TR-FRET eIF4E-eIF4GI(517-606) binding, 2 h;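 active means inhibition above about 30%, limit read from the data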;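 further: 0% = full FRET control wells and 100% = background wells lacking eIF4GI fragment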
Calpain2 inh = inhibitors of pig calpain II; 220,000 tested, 0.37% active; AID 1236; purified calpain II, fluorogenic peptide substrate, 30 min; inhibition, % at 16 µM;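 active means inhibition above about 50%, limit read from the data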
EP2 modulator = modulators of human EP2 prostaglandin E2 receptor; P43116; EP2-expressing cells, cAMP HTRF FRET, PGE2 co-stimulation; induction, % at 25 µM; 260,000 tested, 0.83% active;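 active means compounds whose cAMP rise, as percent of the full-agonist control response, exceeds 60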;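 further: rat C6 glioma line stably carrying human EP2 under a CMV promoter; the protocol text gives 20 µM as final concentration; 100% = response of wells given 1 µM PGE2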
14-3-3 Bad inh = disrupts binding of bovine 14-3-3 zeta to phospho-Bad peptide; P63103; TR-FRET 14-3-3zeta/Dy647-pBad peptide displacement, 1 h; inhibition, % at 21.7 µM; 220,000 tested, 0.71% active; AID 781;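 active means inhibition above about 70%, limit read from the data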;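 further: 0% = full 14-3-3 plus peptide FRET controls and 100% = background without 14-3-3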
Target sequence (P63103 whole entry, looked up): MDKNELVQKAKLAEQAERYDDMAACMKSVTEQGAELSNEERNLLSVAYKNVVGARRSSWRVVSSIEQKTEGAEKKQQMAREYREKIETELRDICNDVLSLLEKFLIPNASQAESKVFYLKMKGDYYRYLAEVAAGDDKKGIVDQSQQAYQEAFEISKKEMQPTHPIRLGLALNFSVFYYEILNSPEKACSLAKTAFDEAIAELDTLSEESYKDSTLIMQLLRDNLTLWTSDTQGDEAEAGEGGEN
TbHK1 inh = T. brucei hexokinase 1 inhibition | 220,000 tested, 0.11% active | inhibition, % at 10 µM | recombinant TbHK1, G6PDH-coupled NADH A340;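 active means inhibition of 50% or more in the single-dose primary screen; inactive means inhibition below 50%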
PGE2 EP2 inh = EP2 receptor (human) inhibition | P43116 | C6 glioma cells expressing human EP2, cAMP TR-FRET; cells stimulated with saturating PGE2 | inhibition, % at 25 µM | 260,000 tested, 0.52% active | AID 1422;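 active means percent inhibition above 40 after rounding to a whole number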;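 further: rat C6 glioma host cells with rolipram phosphodiesterase inhibitor present; the protocol text gives 20 µM as final concentration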
L929 necroptosis = blocks zVAD induced death of L929 cells; viability rescue, % at 10 µM; AID 1377; L929 zVAD necroptosis rescue, ATP luminescence, 24 h; with zVAD 60 µM; 220,000 tested, 0.38% active;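 active means activation, scaled between plate controls, above about 75%, limit read from the data; inactive means activation under that limit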;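 further: 0% = zVAD with DMSO and 100% = DMSO alone without zVAD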
Hck Nef HTS = blocks Nef-activated human Hck kinase; 220,000 tested, 0.68% active; inhibition, % at 20 µM; P08631; Recombinant Hck-YEEI plus Nef, Z-Lyte FRET kinase assay;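 active means Hck-Nef kinase inhibition above about 50%, limit read from the data; inactive means inhibition below that limit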;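 further: 0% = DMSO with Hck plus Nef and 100% = Hck alone without Nef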
Target sequence (P08631 whole entry, looked up): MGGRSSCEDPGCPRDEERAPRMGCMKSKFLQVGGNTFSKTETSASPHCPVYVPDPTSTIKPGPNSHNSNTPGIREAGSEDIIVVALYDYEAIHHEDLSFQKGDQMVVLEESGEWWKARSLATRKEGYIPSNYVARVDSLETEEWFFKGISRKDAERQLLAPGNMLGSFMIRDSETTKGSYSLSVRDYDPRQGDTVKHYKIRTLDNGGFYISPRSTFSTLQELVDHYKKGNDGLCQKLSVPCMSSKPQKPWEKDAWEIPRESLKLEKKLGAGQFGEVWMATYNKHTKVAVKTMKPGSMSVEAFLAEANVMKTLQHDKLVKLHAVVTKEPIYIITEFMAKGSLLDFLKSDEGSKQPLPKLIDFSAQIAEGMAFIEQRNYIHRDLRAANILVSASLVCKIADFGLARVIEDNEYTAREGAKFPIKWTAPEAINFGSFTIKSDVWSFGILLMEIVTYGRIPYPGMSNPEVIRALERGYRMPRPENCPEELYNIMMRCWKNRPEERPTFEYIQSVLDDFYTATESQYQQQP
* = called active by the depositor; . = no result given; & = joins results of further samples; [ ] = dose if it differs, or a comment. Some of the compounds tested; the hit share may differ from the screen's.

The first 5 records (preview)
SMILES	Rad51 HR inh	eIF4E 4G PPI	Calpain2 inh	EP2 modulator	14-3-3 Bad inh	TbHK1 inh	PGE2 EP2 inh	L929 necroptosis	Hck Nef HTS
Cc1ccccc1OCC(=O)NCC(=O)N/N=C/c1cccc([N+](=O)[O-])c1	14	3	-4	-23	-11	-1	2	0.2	44
O=C(Nc1ccc(Cl)cc1)N1CCN(c2ccccc2)CC1	-4	1	0	-23	0[fluorescence artefact?]	4	24	-0.1	5
O=C(CCCCC(=O)NC1CCCC1)NC1CCCC1	-30	-1	-2	-9	-3	5	2	.	3
CSc1nsc(SCCN2C(=O)c3ccccc3C2=O)n1	0	-3	-10	-1	7	7	10	0.0	5
CCc1nc2sccc2c(=O)n1N	-3	0	18	-1	-16	-1	3	2.6	25

This part in full (from the top)
SMILES	Rad51 HR inh	eIF4E 4G PPI	Calpain2 inh	EP2 modulator	14-3-3 Bad inh	TbHK1 inh	PGE2 EP2 inh	L929 necroptosis	Hck Nef HTS
Cc1ccccc1OCC(=O)NCC(=O)N/N=C/c1cccc([N+](=O)[O-])c1	14	3	-4	-23	-11	-1	2	0.2	44
O=C(Nc1ccc(Cl)cc1)N1CCN(c2ccccc2)CC1	-4	1	0	-23	0[fluorescence artefact?]	4	24	-0.1	5
O=C(CCCCC(=O)NC1CCCC1)NC1CCCC1	-30	-1	-2	-9	-3	5	2	.	3
CSc1nsc(SCCN2C(=O)c3ccccc3C2=O)n1	0	-3	-10	-1	7	7	10	0.0	5
CCc1nc2sccc2c(=O)n1N	-3	0	18	-1	-16	-1	3	2.6	25
COc1ccc(C(=O)Nc2nc3ccccc3[nH]2)cc1S(=O)(=O)N1CCCC1	-3	-2	7	6	-1	-24	13	1.2	0
Cc1ccc(OCC(=O)N(C)CC(=O)Nc2ccc(F)cc2)c([N+](=O)[O-])n1	.	10	-13	30	10	-10	6	.	0
NS(=O)(=O)c1ccc(NC(=S)NCc2ccc(F)cc2)cc1	1	1	-16	-16	-8	2	8	0.1	15
Cc1ccccc1N1CC(=O)Nc2c(oc3nc(-c4ccccc4)cc(C)c23)C1=O	1	-1	0	-6	2	-45	8	2.1	-24
O=C(c1ccc(F)cc1)n1c(=S)nc2ccccn21	15	3	-1	-27	-1	-22	20	-0.9	-6
CN1C(=O)N(S(=O)(=O)c2ccc(F)c(F)c2F)C(=O)C1(C)C	4	2	19	3	6	0	13	-0.1	1
CN(CC(=O)NC1CCCCCCC1)S(=O)(=O)c1cnc[nH]1	10	2	8	2	-9	-3	9	1.5	23
Cc1onc(C(N)=O)c1C(=O)Nc1ncc(C(F)(F)F)cc1Cl	-4	1	17	-4	4	5	5	-1.0	17
FC(F)(F)c1ccc(CSc2ccccn2)cc1	17	2	14	-20	3	8	7	-0.2	17
CCCCC(c1nnnn1Cc1ccco1)N1CCN(c2nc3ccccc3s2)CC1 (stereo not given)	5	-9	19	2	-3	12	14	-0.1	1
Cc1ccc2c(c1)N(CCC(=O)NC1CC1)C(=O)C(C)O2 (stereo not given)	9	4	-2	6	-4	-5	7	-0.3	0
CC(C)Nc1nc(NC(C)(C)C)nc(Oc2ccc(=O)n(-c3ccccc3)n2)n1	-2	-22	-12	-23&-3	0	0	8&5	0.4	1
COc1ccc(-c2nn(C)c(=O)[nH]2)cc1	4	2	-4	-16	-5	-7	8	0.3	4
CCNC(=S)N(CCc1ccc(OC)c(OC)c1)Cc1cc2cc(OC)ccc2[nH]c1=O	-3	-2	-53	-40	-14	-8	13	3.7	24
COc1ccc(/C=C/C(=O)OCC(=O)Nc2cc3oc4ccccc4c3cc2OC)cc1	.	6	-32	2	16	-18	6	-0.5	15
Cc1ccc(NC(=O)COc2ncnc3sccc23)cc1S(=O)(=O)N(C)C	-14	-4	-155	-6	-20	-5	7	51	26
CCN(CC(=O)Nc1ccc(OC)c(Cl)c1)CC(=O)NC(C)C	1	1	-31	15	-11	3	16	5.3	20
CN1CC(c2ccccc2Cl)C2(COc3ccccc3C2=O)C12C(=O)Nc1ccccc12 (stereo not given)	0	0	-44	32	-4	1	7	-0.3	0
CC(=O)c1cccc(CN2CCN(Cc3ccc(C)cc3)C(CCO)C2)c1 (stereo not given)	18	0	-24	-17	-12	-7	7	-0.4	4
O=C(NCc1ccc(OC(F)(F)F)cc1)C1CC(c2ccccc2[N+](=O)[O-])=NO1 (stereo not given)	-4	-3	-27	17	34	-2	17	0.7	-4
CC(C)(C)c1ccc2c(c1)N(CC(=O)O)C(=O)CO2	3	5	18	7	-5	3	9	-0.3	1
Cc1ccc(NC(=O)C(CC(C)C)NC(N)=O)cc1 (stereo not given)	10	24	-12	20	-1	5	8	0.3	3
N=C1c2ccccc2CN1c1ccc(S(=O)(=O)N2CCCCC2)cc1	-13	-2	-11	-41	-15	-1	1	-0.8	25
CN(C)c1nc(Oc2ccc(OCCOc3ccccc3)nn2)nc(N(C)C)n1	4	-1	25	-40	4	3	2	-0.1	-13
COc1ccc(CCNC(=O)c2ccc(SC)cc2OC)cc1	.	2	29	-26	1	1	3	0.5	-3
CN(C)c1ccc(NC(=O)c2cccc(N3C(=O)CCC3=O)c2)cc1	-4	-2	-1	1	-23	-7	9	2.1	5
COc1ccc(CN(C)CCc2ccccn2)cc1OC	-3	1	-12	12	63	-6	11	0.0	0
COC(=O)c1ccc(C23CC4(C2)[C@H](CN(C)[C@@H]4c2ccccc2)C3c2ccc(Cl)nc2)cc1 (stereo not given in full)	-5	-2	-9	-8	0	-10	12	0.1	19
Cc1ccc(-n2nc(-c3ccco3)cc2C(=O)O)c(C)c1	-30	40*	-71	16	65	25	0	-0.5	55*
CS(=O)(=O)NCCCNc1ccc(C(F)(F)F)cc1[N+](=O)[O-]	3	0	8	-31	11	-2	5	0.3	-4
COC(=O)C1=C(C(=O)OC)SC2(S1)C(C(=O)OC)=C(C(=O)OC)SC1=C2c2cc(C)ccc2NC1(C)C	-4	0	11	20	31	33	25	-0.2	-30
CCCOc1ccc(-c2nnn(CC(=O)N3CCCC(C)C3)n2)cc1 (stereo not given)	22	0	30	-15	-1	-7	3	74	21
O=C(CSc1nc2ncccc2[nH]1)NCc1ccccc1	0	-1[fluorescence artefact?]	-1	18	-4	4	7	1.4	-1
Cc1cccc(C)c1N=Cc1c(C(F)(F)F)[nH][nH]c1=O	5	0	-17	-21	-5	-14	11	1.5	8
CCOc1cccc2sc(Cl)nc12	-3	-8	30	12	-4	7	6	0.8	-9
Cc1ccccc1NC(=S)NNC(=O)c1ccoc1C	-8	5	-20	14	-11[fluorescence artefact?]	3	6	0.6	1
CS(=O)(=O)N1CCC(C(=O)Nc2cc(Cl)cc(Cl)c2)CC1	5	0	-28	-15	-8	-4	4	-0.2	-2
O=C(N/N=C/c1ccc(OCc2ccccc2)cc1)c1ccc(O)cc1	2	-1	20	-47	-10	2	7	2.9	19
O=S(=O)(NCCc1csc(-c2ccccc2)n1)c1cccnc1	4	-5	-18	-12	1	-4	3	0.4	5
CC(C)(CO)N=C1NS(=O)(=O)c2cc([N+](=O)[O-])ccc21	1	8[fluorescence artefact?]	-9	18	-3[fluorescence artefact?]	1	11	1.1	4
c1ccc(Nc2ccnc(Nc3ccccc3)n2)cc1	-8	4	21	-61	4	0	4	63	101*
CCn1c(Cc2ccc(OC)cc2)nnc1SCC(=O)NC1CCCCC1	-2	12	23	-3	2	5	16	3.5	0
COc1ccc(Cc2nnc(NS(=O)(=O)c3ccc(Cl)cc3)s2)cc1OC	-6	0	-6	27	41	-7	8	6.8	24
Cn1nc(C(F)(F)F)c(CN2CC(C)(C)C2=O)c1N1CCOCC1	.	2	-7	31	-1	3	5	-0.1	10
CC(=O)c1cccc(NC(=O)NNC(=O)CCC(=O)Nc2ccc(C)c(C)c2)c1	2	-5	10	-42	-3	4	7	1.8	-13
CCCC(=O)Nc1ccc(C(=O)n2ccc(C)n2)cc1	0	0	5	-16	2	5	9	5.2	21
CC(C)N1CCC(=NNC(=O)c2ccc(Br)o2)CC1	-6	2	2	0	8[fluorescence artefact?]	4	11	0.0	0
O=C(CN1C(=O)CCC1=O)NNc1ccc2ccccc2c1	12	-5	18	-39	14	5	2	-1.3	19
Cc1ccc(NC(=O)CNCCCN2CCOCC2)cc1S(=O)(=O)N1CCCCC1	13	-1	-10	5	28	1	12	-0.7	11
Cc1nn(C(C)(C)C)c(N)c1-c1ccccc1	.	-5[fluorescence artefact?]	-8	-14	-9	16	7	0.4	4
CCOc1ccc(/C(O)=C2/C(=O)C(=O)N(CCOCCO)C2c2ccc(F)cc2)cc1 (stereo not given)	4	4	-3	53	9	-31	18	0.6	0
N#Cc1c(NC(=O)Cn2cnc3ccccc3c2=O)oc(-c2ccccc2)c1-c1ccccc1	.	-25	-368	5	-17	-12	17	0.4	6
CC(=O)c1c(N(C)C)ccnc1C(F)(F)F	-5	-1	-7	19	5	-4	7	1.7	-5
O=S(=O)(Nc1cccc(S(=O)(=O)N2CCOCC2)c1)c1ccc2c(c1)OCCO2	-4	2	-3	3	1	2	4	0.2	-16
O=[N+]([O-])c1cc2c(cc1[N+](=O)[O-])OCCOCCOCCOCCO2	-3	6	3	5	8	-20	3	0.2	12

Next results follow:
SMILES	Rad51 HR inh	eIF4E 4G PPI	Calpain2 inh	EP2 modulator	14-3-3 Bad inh	TbHK1 inh	PGE2 EP2 inh	L929 necroptosis	Hck Nef HTS
CC(=O)c1sc(NC(=O)c2ccc(Cn3cc(Br)cn3)o2)nc1C	6	-2	-29	15	12	-23	26	-0.1	1
CCOC(=O)C1CCN(CC(=O)Nc2c(C(=O)OC)[nH]c3cccc(C)c23)CC1	21	-1	-20	-13	-8	1	9	-0.1	2
Cc1cc(C(=O)Nc2nc3ccc(Cl)cc3s2)nn1C	-10	0	-13	-24	-3	-12	8	-0.1	26
Cc1ccccc1NC(=O)CSc1nn2c(=O)c(C)nnc2s1	4	-4	28	22	-11	-7	2	0.5	-3
Cc1ccccc1-c1noc(-c2ccc(Cl)cc2)n1	-6	2	-3	45	-6	-5	5	0.0	1
O=S(=O)(CCc1nc2ccccc2o1)c1ccc(Cl)c(Cl)c1	5	8[fluorescence artefact?]	-7	-3	-6[fluorescence artefact?]	-6	12	-0.3	0
COC1CCCN(Cc2cn(C)nc2-c2ccc(Oc3ccccc3)cc2)C1 (stereo not given)	5	6	32	-11	-5	-5	-2	-0.2	0
COc1ccc2c(c1)CC/C(=C/c1cc(OC)c(OC)c(OC)c1)C2=O	13	1	-33	-8	-19	-28	8	32	26
Cc1ccc(CNC(=O)c2ccc(Cn3nc(C)c(Cl)c3C)o2)cc1	-10	2	-29	-3	11	6	8	-0.1	-1
O=C1NC(Nc2nc3ccccc3s2)(C(F)(F)F)C(=O)N1C1CCCCC1 (stereo not given)	-9	-4	35	16	-9	-3	17	-0.3	13
C=CCn1c2ccccc2c2nnc(SCC(=O)NC(C(=O)OC)C(C)C)nc21 (stereo not given)	-2	0	6	21	2[fluorescence artefact?]	-18	6	-0.3	2
C[C@H]1C=C(C(=O)N2CCN(Cc3ccc4c(c3)OCO4)CC2)O[C@@H](OCc2ccc(CO)cc2)C1	.	1	0	-19	-1	-10	.	-0.8	0
Cc1ccc(C2/C(=C(\O)c3ccc4c(c3)OCCO4)C(=O)C(=O)N2CCCN(C)C)o1 (stereo not given)	94*	-4	30	3	-5	-14	11	1.3	-1
O=C(O)CCCCCN=C1CCc2ccccc2N1	-10	-1	-3	-3	0	-1	3	1.6	0
O=C1c2ccccc2C(=O)N1CCc1nc(-c2ccccn2)no1	3	2[fluorescence artefact?]	-30	10	7[fluorescence artefact?]	-2	7	2.4	2
